Giardia FBPA inh: inhibitors of Giardia lamblia fructose-1,6-bisphosphate aldolase | purified Giardia FBPA | Potency, µM (titrated, usually from 59.6 µM), for inactives: at the top dose activity, negative = inhibition, most hits filed as inhibitors | 290,000 tested, 0.71% active | AID 2451; note: potency is the fitted concentration of half-maximal effect; nearly all actives have a fitted effect of over 55% in size
Target sequence (A8B2U2 whole entry, looked up): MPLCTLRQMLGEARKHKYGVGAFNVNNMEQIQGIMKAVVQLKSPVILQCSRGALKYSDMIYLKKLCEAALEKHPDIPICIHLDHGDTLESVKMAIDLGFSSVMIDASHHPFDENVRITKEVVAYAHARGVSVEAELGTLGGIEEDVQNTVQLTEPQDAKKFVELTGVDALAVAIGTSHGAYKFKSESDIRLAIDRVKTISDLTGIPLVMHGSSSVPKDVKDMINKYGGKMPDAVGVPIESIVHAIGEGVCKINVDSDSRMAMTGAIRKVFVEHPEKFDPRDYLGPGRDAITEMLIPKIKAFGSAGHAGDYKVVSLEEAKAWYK
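Giardia FBPA (40 nM reagent) was preincubated 10 min at RT with compound (up to 57.5 uM final), then substrate plus GAPDH/TPI/NAD/arsenate coupling system with diaphorase/resazurin was added; resorufin fluorescence (525/598 nm) was read after 20 min.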
AmpC no deterg: AmpC beta-lactamase inhibition without detergent; AmpC nitrocefin hydrolysis, absorbance 480 nm, 0.0001% Triton; Potency, µM (series often up to 57.1 µM), for inactives: at the highest dose activity change, negative = inhibition, usual class: inhibitors; 330,000 tested, 0.52% active; AID 485341;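 note: potency is the fitted concentration of half-maximal effect; plate controls were no compound for no effect and no enzyme for full effect; nearly all actives have a fitted effect of over 20% in size; some results filed as inactive show a strong effect at the top dose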
Target sequence (P00811 whole entry, looked up): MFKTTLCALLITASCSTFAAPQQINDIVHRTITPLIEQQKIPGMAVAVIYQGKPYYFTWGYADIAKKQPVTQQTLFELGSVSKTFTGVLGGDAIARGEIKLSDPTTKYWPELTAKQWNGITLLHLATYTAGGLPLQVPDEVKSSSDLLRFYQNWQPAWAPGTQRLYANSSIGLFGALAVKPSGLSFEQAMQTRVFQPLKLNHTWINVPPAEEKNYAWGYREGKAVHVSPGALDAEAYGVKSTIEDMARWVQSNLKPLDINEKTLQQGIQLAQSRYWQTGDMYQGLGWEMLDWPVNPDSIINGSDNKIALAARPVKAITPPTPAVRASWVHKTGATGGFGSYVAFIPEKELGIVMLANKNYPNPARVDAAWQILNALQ
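20 mM phosphate pH 7.0 + 0.01% (detergent screen) or 0.0001% Triton X-100; 5.3 nM AmpC reagent; cpd preinc 15 min RT; nitrocefin (800 uM stock) to start; A480 q20 s × 4 min; Activity was normalised to no-enzyme and no-compound control wells.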
HCV inhibitor: HCV inhibition. AID 651820. 340,000 tested, 3.4% active. Potency, µM (series often up to 41.8 µM), inactives show at the highest dose activity change, negative = inhibition, usual class: inhibitors. Huh7.5.1 HCVcc-Cre infection, luciferase reporter, 44 h; note: potency is the fitted concentration of half-maximal effect
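Whole-lifecycle infectious HCVcc-Cre system; cells 1,000/well, compound then virus (~0.5 moi) added 4 h after plating, 44 h culture. Luciferase read 15 sec following 15 min substrate incubation, room temp.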
HCMV inh: inhibitors of human cytomegalovirus. HFF cells, HCMV-luciferase reporter, 72 h; active compounds read low. 410,000 tested, 4.5% active. activity change, negative = inhibition, % at 57.5 µM; in the data active = activity change below about -60%; inconclusive = no clear call, values can overlap the other calls; inactive = above about -39%
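Cell-based, HFFs, 1000 cells/well, 16 h 37C; cpds in DMSO + HCMV-luc, MOI 1 PFU/cell; 72 h 37C; OneGlo luminescence after 5 min RT; norm. to buffer vs Salinomycin 10uM.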
Sm TGR block: S. mansoni TGR enzyme inhibition; Q962Y6; purified TGR, DTNB reduction, TNB absorbance 405 nm; Potency, µM (doses to about 114 µM), for the others: at the highest dose activity change, negative = inhibition, most hits filed as inhibitors; 360,000 tested, 3% active; AID 485364; note: potency is the fitted concentration of half-maximal effect; nearly all actives have a fitted effect of over 60% in size
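Kinetic colorimetric format: TGR-catalysed, NADPH-driven DTNB reduction monitored via TNB absorbance. Enzyme dispensed at 20 nM; compound exposure 15 min at room temperature before reaction start.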
AmpC inh detg: blocks E. coli AmpC beta-lactamase in detergent assay. P00811. AmpC hydrolysis of nitrocefin, absorbance 480 nm, 0.01% Triton. Potency, µM (series often up to 114 µM), inactives show at the highest dose activity change, negative = inhibition, usual class: inhibitors. 370,000 tested, 0.041% active. AID 485294;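 note: potency is the fitted concentration of half-maximal effect; 0% = no-compound wells and -100% = no-enzyme wells; nearly all actives have a fitted effect of over 25% in size; some results filed as inactive show a strong effect at the top dose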
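AmpC (5.3 nM in the dispensed reagent) in 20 mM phosphate pH 7.0 with 0.01% (detergent screen) or 0.0001% Triton X-100 was preincubated with compounds for 15 min at room temperature. Nitrocefin was then added from an 800 uM solution, and hydrolysis was followed at 480 nm.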
An asterisk follows results filed as active; ? = inconclusive; . = not tested or not shown; & = joins results of further samples; [ ] = another dose, or the depositor's remark. Unless noted, calls come from the whole dose curve; as a rule, active = well fitted curve in the direction sought with a large enough effect; inconclusive = small, poorly fitted or top-dose-only effect, or another doubt; inactive = no such curve, though single readings can be large; an effect the other way counts as inactive or inconclusive. Unless noted, % is set by controls: 0 for no effect and ±100 for the full control effect.

SMILES	Giardia FBPA inh	AmpC no deterg	HCV inhibitor	HCMV inh	Sm TGR block	AmpC inh detg
N#CCSc1nnc(-c2ccccc2O)n1CCc1ccccc1	2%	-21%	3%	-31	-27%	?
Cc1ccccc1NC(=O)CCN1CCc2ccccc2C1	?	-7%	6%	2	21%	-3%
COc1ccc(NC(=O)c2ccc(Cl)nc2)cc1S(=O)(=O)N1CCOCC1	.	-18%	?	119	1%	?
C/C(=N\NC(=O)c1ccc(Cl)cc1)c1cccnc1	9%	-6%	5%	90	-3%	0%
CCOC(=O)C1CCCN(Cc2cc(=O)oc3cc(C)ccc23)C1 (centres undefined)	4%	54%	-8%	34	3%	9%
CN(C)/C=C/C(=O)c1ccc(Br)s1	3%	-39%	-7%	19	-15%	-13%
Cc1cc(C(=O)NCc2cccnc2)n(-c2ccccc2)n1	5%	-8%	-24%	-9	1%	?
C=CCCC(=O)Nc1nc(C)c(-c2csc(Nc3ccc(Cl)cc3Cl)n2)s1	1%	-31%	?	-33	2%	2%
Cc1cc(C)cc(NC(=O)Cn2nnc3ccccc3c2=O)c1	5%	0%	13%	-14	4%	3%
COc1cccc(OCc2cc(C(=O)N(C)Cc3nc4ccccc4[nH]3)no2)c1	.	-7%	?	58	-2%	12%
CSc1sc(C(=O)NCC2CC2)c2c1S(=O)(=O)N(C)c1ccccc1-2	5%	-16%	3%	-1	-2%	8%
Cc1ccc(NC(=O)c2ccc3c(c2)C(=O)N(CC2CCCO2)C3=O)cc1C (centres undefined)	-6%	42%	-10%	-1	9%	7%
Cc1ccccc1C(=O)N1CCN(CCNC(=O)C(=O)Nc2ccc(Br)cc2)CC1	-1%	188%[activator]	?	-23	0%	?
O=CN1CCN(C(=O)CN2C(=O)c3ccccc3C2=O)CC1	6%	-11%	-4%	-3	?	?
CC(C)NC(=O)CN1CCC(O)(c2ccccc2)CC1	4%	-17%	9%	-8	-1%	?
N=c1ccn(Cc2ccccc2Cl)cc1	1%	-2%	2.5µM*	-85*	11%	3%
O=C(CSc1nnc2c(n1)[nH]c1ccc(F)cc12)NC1CC1	-26%	-11%	6%	-7	-1%	5%
CCOc1ccc(CNC(=O)CCCn2nc(CC)n3c(cc4occc43)c2=O)cc1	1%	58%	?	-60*	3%	-4%
C=CCc1cccc(/C=N/NC(=O)C(C)Nc2ccc(C)cc2)c1O (centres undefined)	-9%	-57%	10µM*	-89*	0%	-3%
Cc1nn(CC(=O)NCCc2ccccc2)c(=O)c2cc3occc3n12	.	-9%	-18%	40	-3%	-3%
COc1ccc(CCNC(=O)CCC(=O)Nc2nnc(C(C)C)s2)cc1OC	0%	-16%	2%	-15	-1%	?
CCCC1=Nc2cc(C(=O)NCC(C)c3ccccc3)ccc2Sc2ccccc21 (centres undefined)	.	.	.	-36	0%	15%
O=C(CCNc1ccccc1)c1ccc2c(c1)OCO2	6%	-32%	-6%	126	2.2µM*	4%
COCc1nnc(NC(=O)c2ccc(S(=O)(=O)N3CCCC3)cc2)o1	?	-18%	22%	-61*	3%	3%
CCn1nc(C)c([N+](=O)[O-])c1C(=O)NNC(=O)c1ccccc1Cl	-5%	-5%	2%	10	-2%	0%
Remaining list, next part:
SMILES	Giardia FBPA inh	AmpC no deterg	HCV inhibitor	HCMV inh	Sm TGR block	AmpC inh detg
CC(C)(C)NC(=O)C(c1cccs1)N(CC1CCCO1)C(=O)Cn1nnc(-c2cccs2)n1 (centres undefined)	3%	14%	-11%	-26	-16%	-17%
O=C(c1ccco1)N(Cc1cccc(F)c1)C1CCS(=O)(=O)C1 (centres undefined)	13%	-4%	7%	10	-11%	-12%
CCOC(=O)N1CCN(Cc2ccccc2F)CC1	-23%	-7%	-9%	-18	1%	?
COc1nc(N/N=C/c2cc3c(cc2Br)OCO3)nc(N2CCOCC2)n1	-15%	-30%	?	6	-1%	4%
CC1(C(=O)OCC(=O)N2c3ccccc3Sc3ccccc32)CC1(Cl)Cl (centres undefined)	3%	-23%	?	-21	10%	-9%
CC(=O)N(C)c1ccc(NC(=O)c2ccco2)cc1	-11%	-5%	8%	168	-1%	-14%
CC(C)n1c(=O)[nH][nH]c1=S	18µM*	-3%	21%	-31	-28%	8%
O=C(Oc1cc(=O)oc2ccccc12)c1cccnc1Cl	22%	-35%	11%	-24	-3%	-3%
O=C(c1ccc(N2CCN(CCO)CC2)nc1)N1CCOCC1	1%	-8%	4%	-17	-12%	-7%
O=C(O)COc1ccc2c(-c3ccccc3)cc(=O)oc2c1	20%	0%	-3%	-15	-24%	?
O=[N+]([O-])c1cccc(-c2nnc3ccc4ccccc4n23)c1	15%	-14%	11%	20	0%	-8%
COc1ccc(OC)c2sc(N3CCN(C(=O)C4CC4)CC3)nc12	.	.	.	14	-1%	0%
O=C(Nc1cccnc1)c1ccc(COCC(F)(F)F)cc1	-1%	?	-4%	-35	4%	0%
CCN1Cc2c(/C=C/c3ccccc3)nc3ccc(OC)cc3c2N(c2cccc(Cl)c2)C1	0%	5%	18µM*	-102*	40µM*	3%
O=C(NCc1ccco1)C(C(=O)c1ccccc1)n1ccccc1=O (centres undefined)	-2%	-9%	8%	-3	2%	-6%
CCCCc1nc2sc3c(=O)[nH]cnc3c2c2c1CCCC2	6%	-23%	17%	-23	1%	?
CCC1(C(=O)c2ccc(C)cc2)C2c3ccccc3OC(=O)C21C(=O)O (centres undefined)	19%	-17%	0%	0	5%	6%
Cc1ccc(S(=O)(=O)CCC(=O)OCC(=O)Nc2cc(S(=O)(=O)N3CCOCC3)ccc2C)cc1	.	22%	-5%	-6	-32%	?
COc1cccc(-c2nc(N3CCC(C)CC3)c3ccccc3n2)c1O	0%	-18%	?	52	10%	6%
CCn1c(-c2cc(Br)cc(OC)c2O)nc2cc(S(=O)(=O)N(C)C)ccc21	-2%	4%	?	?	-16%	-8%
O=C(Cc1cccc([N+](=O)[O-])c1)NCc1nc2cccnc2n1Cc1ccc(F)cc1	.	.	.	13	2%	-2%
Cn1c(=N)n(CC(=O)c2ccc(F)cc2)c2ccccc21	12%	-25%	?	?	-11%	-6%
Cc1[nH]n(-c2ccccc2)c(=O)c1N=Nc1c(Cl)cccc1Cl	?	-8%	12%	.	8%	6%
CCc1nnc(NC(=O)CCC(=O)O)s1	-3%	-9%	13%	-22	-2%	?
O=C(NCc1cccc2[nH]ccc12)C1CCC(=O)N(CCc2ccccc2)C1 (centres undefined)	.	1%	10%	38	-10%	-2%

As a short view, part of the list above:
SMILES	Giardia FBPA inh	AmpC no deterg	HCV inhibitor	HCMV inh	Sm TGR block	AmpC inh detg
CC(C)(C)NC(=O)C(c1cccs1)N(CC1CCCO1)C(=O)Cn1nnc(-c2cccs2)n1 (centres undefined)	3%	14%	-11%	-26	-16%	-17%
O=C(c1ccco1)N(Cc1cccc(F)c1)C1CCS(=O)(=O)C1 (centres undefined)	13%	-4%	7%	10	-11%	-12%

Returning to the listing, repeating the six entries before the break.
SMILES	Giardia FBPA inh	AmpC no deterg	HCV inhibitor	HCMV inh	Sm TGR block	AmpC inh detg
CCn1c(-c2cc(Br)cc(OC)c2O)nc2cc(S(=O)(=O)N(C)C)ccc21	-2%	4%	?	?	-16%	-8%
O=C(Cc1cccc([N+](=O)[O-])c1)NCc1nc2cccnc2n1Cc1ccc(F)cc1	.	.	.	13	2%	-2%
Cn1c(=N)n(CC(=O)c2ccc(F)cc2)c2ccccc21	12%	-25%	?	?	-11%	-6%
Cc1[nH]n(-c2ccccc2)c(=O)c1N=Nc1c(Cl)cccc1Cl	?	-8%	12%	.	8%	6%
CCc1nnc(NC(=O)CCC(=O)O)s1	-3%	-9%	13%	-22	-2%	?
O=C(NCc1cccc2[nH]ccc12)C1CCC(=O)N(CCc2ccccc2)C1 (centres undefined)	.	1%	10%	38	-10%	-2%
COc1ccc(-c2noc(CN(C(=O)c3ccc4c(c3)OCO4)C(C)C)n2)cc1OC	.	99%[activator]	?	19	1%	-8%
COC(=O)CN1C(=O)C(O)(CC(=O)c2ccc(Br)cc2)c2ccccc21 (centres undefined)	1%	12%	14%	-62*	-16%	?
CN(C)S(=O)(=O)c1ccc(-c2cn3ccccc3n2)cc1	-2%	-8%	-27%	3	-4%	-5%
CCC1CN(C(=O)Nc2cccc3c2CCCC3)c2cc(Cl)ccc2O1 (centres undefined)	.	.	.	-32	-5%	-8%
CC(C)(CC(=O)OCC(=O)Nc1ccccc1F)CC1=NS(=O)(=O)c2ccccc2N1	.	-21%	-15%	?	-12%&5%	-3%&6%
COc1ccc(C(=O)NCCn2cc(SCC(=O)N3CCOCC3)c3ccccc32)cc1	0%	39%	-1%	17	-1%	-15%
CN1CCNC(=O)C1CC(=O)NCCc1ccccc1F (centres undefined)	0%	34%	8%	-17	-3%	-7%
COc1ccc(-c2coc3cc(O)cc(O)c3c2=O)cc1	4%&-2%&-3%	-18%	0%[8.37 µM]	6	3%	-7%
CCOc1ccc(CNS(=O)(=O)c2ccc3[nH]c(=O)ccc3c2)cc1	.	.	.	15	5%	2%
CCCn1c(NCc2ccc(C)o2)nc2ccccc21	0%	-38%	-6%	11	0%	-14%
CCOC(=O)c1cnc2ccc(Cl)cc2c1Nc1ccc(N2CCOCC2)cc1	.	.	.	9	4%	11%
CCOc1nc(N2CCCCC2)nc(-n2cc(-c3ccccc3)nn2)n1	-5%	-23%	4%	30	-32%	4%
O=C(NCCc1ccccn1)c1cccnc1Oc1ccc(Cl)cc1	7%	-2%	-20%	-12	2%	0%
Cc1ccc(-c2nc(CS(=O)CC(=O)NCCCN3CC(C)CC(C)C3)c(C)o2)cc1 (centres undefined)	2%	56%	?	0	-27%	-17%
COc1cccc(C(=O)N2CCC3(CC2)OCCO3)c1	1%	-17%	3%	17	8%	-18%
CCCCCc1ccc(-c2ccc(/C=C/C(=O)O)cc2)nc1	1%	-21%	16%	?	-24%	-15%
O=C(NCCCN1CCN(c2ccccc2)CC1)Nc1ccccc1C(F)(F)F	6%	1%	15%	31	0%	0%
CCc1cccc(C)c1NC(=O)CNCc1ccccc1	?	3%	-3%	3	-5%	?
CCC(C(=O)NC(CC(=O)O)c1ccc(Cl)cc1)c1ccccc1 (centres undefined)	11%	-3%	0%	-3	3%	-7%
CC(C)CC(=O)OCC(=O)Nc1ccccc1Sc1ccccc1	-3%	22%	-11%	-20	-2%	-2%
Cc1cccc(C(=O)Nc2cccc(-c3ccc4nncn4n3)c2)c1	6%	-24%	-16%	-11	-9%	3%
CC(=O)c1ccc(NC(=O)CSc2ccc(-c3ccc4c(c3)OCO4)nn2)cc1	1%	-13%	8%	11	0%	-2%
CN(C)c1oc(-c2ccco2)nc1C#N	6%	-6%	-7%	-1	-2%	-3%
COc1ccc(NC(=O)c2c(NC(=O)COc3ccccc3)sc3c2CCC(C(C)(C)C)C3)cc1 (centres undefined)	.	.	.	-3	-4%	2%
COC(=O)Cc1ccc(NC(=S)N2CCN(c3ccc(OC)cc3)CC2)cc1	4%	17%	1%	53	-10%	-14%
O=C(Nc1ccccc1C(=O)N1CCCCCC1)c1ccccc1Cl	-5%	-8%	4%	18	1%	-4%

Screens as filed in PubChem.
